Giardia kill – kills Giardia lamblia; Giardia lamblia trophozoite viability; activity change, % at 7.66 µM, hits read low; actives 0.15% (n = 340,000); in the data active = activity change below about -80%; inconclusive = between about -30% and that limit;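 also: parasites exposed to compound for two days anaerobically before the ATP read; % is scaled to controls: 0 for no effect and ±100 for the full control effect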
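Giardia trophozoites, 100 cells per well, were exposed to compounds for 48 hrs at 37 deg C under anaerobic conditions; viability was then read as ATP content by bioluminescence after 15-30 min at room temperature.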
Chronic BCR inh – chronic active BCR signaling inhibition; actives 0.05% (n = 340,000); ABC-DLBCL IkBa-CBG/CBR reporter, luminescence ratio, 4 h; Potency, µM (highest dose often 46.1 µM), without a hit: at the highest dose ratio change, negative = lower green/red ratio, most hits filed as inhibitors; active = well fitted inhibition curve with a large enough effect in the signal ratio, with a control signal flat, not every such curve was filed as active; inconclusive = small, poorly fitted or top-dose-only effect, or effect the other way, or a change in a side signal; the % refers to the signal ratio;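 also: potency is read from the fitted curve at half-maximal effect; plate controls were basal doxycycline-induced cells for no effect and cells given 10 µM MG132 for full effect; MG132 reads +100%, hits lower the ratio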
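Concentration-response series (up to 46 uM) were applied to TMD8 dual-reporter cells for 4 h at 37C with doxycycline. Green/red ratio, after filter-overlap correction, defined %Activity; red signal alone was normalised to basal cells and zero luminescence.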
Menin-MLL TR inh – inhibitors of human menin-MLL interaction, mutant MLL peptide. Potency, µM (top dose mostly 61.6 µM), for inactives: top-dose FP activity change, negative = inhibition, actives largely listed as inhibitors. AID 1768. actives 0.23% (n = 270,000). Menin + Texas Red MLL mutant peptide, fluorescence polarization; active = well fitted inhibition curve with a large enough effect in the polarisation, with a control signal flat, not every such curve was filed as active; inconclusive = small, poorly fitted or top-dose-only effect, or effect the other way, or a change in a side signal; inactive = no such curve, though single readings can be large or run the other way; the % refers to the polarisation; also: potency is read from the fitted curve at half-maximal effect; % of control where 0% means no effect; many of its hits are not listed in these tables
B2AR arrestin – beta2AR (human) beta-arrestin recruitment activity. P07550. actives 0.02% (n = 330,000). beta-arrestin recruitment to beta2AR, cell-based reporter. AID 492947. Potency, µM (series often up to 46.1 µM), inactives show top-dose activation, hits mostly activators;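 also: potency is read from the fitted curve at half-maximal effect; 0% = DMSO controls and full agonism = EC100 isoproterenol or metaproterenol; nearly all actives have a fitted effect of over 65% in size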
PKM2 activator – PKM2 (human) enzyme activation. P14618. purified PKM2, Kinase-Glo ATP luminescence, activation; response scale: 0% is enzyme alone, no compound. Potency, µM (top dose mostly 57.5 µM), without a hit: top-dose activation, usual class: activators. actives 0.34% (n = 260,000). AID 1631; also: potency is read from the fitted curve at half-maximal effect; % is scaled to controls: 0 for no effect and ±100 for the full control effect; nearly all actives have a fitted effect of over 55% in size
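Kinase-Glo luminescence reports ATP generated from ADP (0.1 mM) and PEP (0.5 mM) by purified hPK-M2 after 1 h at room temperature, pH 7.2 imidazole buffer; intermediate enzyme activity allows detecting inhibitors and activators.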
GALK inhibitor – galactokinase (human) inhibition; actives 0.007% (n = 270,000); P51570; Purified GALK, Kinase-Glo residual ATP luminescence; Potency, µM (highest dose often 57.5 µM), inactives show at the highest dose activity change, negative = inhibition, hits mostly inhibitors; also: potency is read from the fitted curve at half-maximal effect; % is scaled to controls: 0 for no effect and ±100 for the full control effect
Target sequence (P51570 whole entry, looked up): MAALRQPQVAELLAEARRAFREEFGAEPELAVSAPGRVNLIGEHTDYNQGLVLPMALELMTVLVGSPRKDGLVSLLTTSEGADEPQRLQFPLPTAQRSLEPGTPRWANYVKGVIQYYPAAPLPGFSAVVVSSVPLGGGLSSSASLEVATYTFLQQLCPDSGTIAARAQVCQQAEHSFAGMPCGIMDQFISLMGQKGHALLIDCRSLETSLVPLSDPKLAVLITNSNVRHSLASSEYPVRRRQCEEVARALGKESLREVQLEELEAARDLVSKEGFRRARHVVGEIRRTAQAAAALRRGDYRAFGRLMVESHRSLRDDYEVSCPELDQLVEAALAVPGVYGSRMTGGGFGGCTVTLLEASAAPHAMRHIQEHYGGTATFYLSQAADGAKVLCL
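Human GALK (5 nM) with 35 uM ATP and 100 uM galactose in 20 mM HEPES pH 8.0, 5 mM MgCl2, 60 mM NaCl, 1 mM DTT, 0.01% BSA. After 1 h at room temperature, leftover ATP was read by Kinase-Glo Plus luminescence.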
TSG101-PTAP inh – blocks PTAP/TSG101 interaction to inhibit HIV-1 budding | Q99816 | Fluorescence polarization, FITC-PTAP peptide / Tsg101 binding | Potency, µM (titrated, usually from 115 µM), inactives show at the highest dose activity change, negative = inhibition, hits mostly inhibitors | 340,000 tested, under 10 active | AID 493005; active = well fitted inhibition curve with a large enough effect in the main read-out, with a control signal flat, not every such curve was filed as active; inconclusive = small, poorly fitted or top-dose-only effect, or effect the other way, or a change in a side signal; inactive = no such curve, though single readings can be large or run the other way; also: potency is read from the fitted curve at half-maximal effect; % of control where 0% means no effect
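Fluorescence polarization binding of Tsg101 binding domain (10 uM final) to FITC-labeled PTAP peptide (50 nM final) in HEPES pH 7.5 buffer with NaCl, Tween 20, EDTA, TCEP. Compounds added before peptide; binding 20 min at RT.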
FBPA coupling cs – coupling enzyme interference in Giardia aldolase counter-screen. coupling enzyme system counterscreen, AmpLite Red fluorescence. actives 0.67% (n = 290,000). activity change, negative = inhibition, % at 58.2 µM, hits read low; in the data active = activity change below about -30%; also: % is scaled to controls: 0 for no effect and ±100 for the full control effect
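Fluorescence at 525 nm excitation and 598 nm emission measured inhibition of the coupled detection system without aldolase. Compounds (at 57.5 uM final) were preincubated 10 min at room temperature with coupling enzyme reagent before a 20 min substrate/AmpLite Red step.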
Tb PFK inh – blocks T. brucei phosphofructokinase; Potency, µM (doses to about 57.5 µM), for inactives: top-dose activity, negative = inhibition, usual class: inhibitors; O15648; T. brucei PFK, ADP-Glo luminescence; actives 0.17% (n = 330,000);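 also: potency is read from the fitted curve at half-maximal effect; 0% = uninhibited 1x PFK enzyme wells and -100% = no-enzyme wells; nearly all actives have a fitted effect of over 60% in size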
Target sequence (O15648 whole entry, looked up): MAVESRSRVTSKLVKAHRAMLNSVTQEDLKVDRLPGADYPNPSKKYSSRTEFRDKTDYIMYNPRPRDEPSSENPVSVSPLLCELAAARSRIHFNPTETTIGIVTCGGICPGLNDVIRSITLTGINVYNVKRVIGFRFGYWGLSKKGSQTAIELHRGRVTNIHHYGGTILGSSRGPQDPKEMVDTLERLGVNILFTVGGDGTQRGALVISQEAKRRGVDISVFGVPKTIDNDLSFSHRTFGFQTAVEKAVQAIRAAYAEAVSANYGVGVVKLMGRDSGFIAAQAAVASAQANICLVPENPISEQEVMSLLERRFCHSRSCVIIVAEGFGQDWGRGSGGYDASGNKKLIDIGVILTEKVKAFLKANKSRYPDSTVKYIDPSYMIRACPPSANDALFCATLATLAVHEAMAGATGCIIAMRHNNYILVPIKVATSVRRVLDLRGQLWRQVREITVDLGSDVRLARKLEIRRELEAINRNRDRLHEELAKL
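ADP-Glo luminescence quantified ADP after 45 min at room temperature, with 1.25 nM T. brucei PFK, 0.1 mM ATP and 0.5 mM fructose-6-phosphate in pH 8.0 TEA buffer. qHTS titrations up to 57 µM; curves classified by quality.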
ASM inhibitor – blocks human secretory acid sphingomyelinase. placental ASM, HMU-PC fluorogenic substrate, 60 min. actives 0.006% (n = 340,000). AID 504937. P17405. Potency, µM (highest dose often 57.5 µM), inactives show at the highest dose activity change, negative = inhibition, actives largely listed as inhibitors; also: potency is read from the fitted curve at half-maximal effect
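qHTS format. ASM enzyme prepared from human placenta hydrolyses the fluorogenic substrate HMU-PC0 (9 uM final) over 60 min at 37 °C after a 10 min compound preincubation.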
a7 integrin act – integrin-mediated muscular dystrophy alleviation activation | alpha7betagal myoblasts, beta-gal FDG fluorescence, 48 h | Potency, µM (top dose mostly 38.3 µM), for inactives: top-dose activation, hits mostly activators | actives 0.064% (n = 350,000) | AID 624291;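 also: potency is read from the fitted curve at half-maximal effect; 100% = response of the positive control SU9516; nearly all actives have a fitted effect of over 60% in size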
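alpha7betagal+/- myoblasts (passage 13, 250/well) treated 48 h at 37C with compounds at 1:260 dilution of DMSO stock. Lysed, then beta-galactosidase activity read as FDG fluorescence (ex 480/em 540) after 30 min, with pre-read for autofluorescence.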
* = called active by the depositor; ? = inconclusive; . = not tested or not shown; & = joins results of further samples; [ ] = another dose, or the depositor's remark. Unless noted, calls follow the shape of the dose curve; as a rule, active = well fitted curve in the direction sought with a large enough effect; inconclusive = small, poorly fitted or top-dose-only effect, or another doubt; inactive = no such curve, though single readings can be large; an effect the other way counts as inactive or inconclusive. A portion of the library. The share of hits here may be higher or lower than overall.

Second line of a record: Giardia kill | Chronic BCR inh | Menin-MLL TR inh | B2AR arrestin | PKM2 activator | GALK inhibitor | TSG101-PTAP inh | FBPA coupling cs | Tb PFK inh | ASM inhibitor | a7 integrin act
COc1ccc2[nH]c(=O)c(CN(Cc3ccc4c(c3)OCO4)C(C)=O)cc2c1
  -2 | -2% | -3% | -0.8% | 1% | 1% | 0% | 2 | -5% | 24% | -22%
CC(CN1C(C)CCCC1C)OC(=O)c1cccc(F)c1 (stereo not drawn)
  -13 | 0% | ? | -0.6% | . | 0% | 2% | 1 | 11% | 1% | -12%
CC1Cc2ccccc2N1C(=O)COc1nc2ccccc2nc1N1CCOCC1 (stereo not drawn)
  8 | 2% | -5% | -1.0% | 13% | 4% | 0% | 1 | -4% | 2% | 6%
CN1CCN(c2ccc(NC(=O)c3ccc(-c4ccc(Br)cc4)o3)cc2)CC1
  6 | ? | ? | 0.2% | -17% | 2% | 1% | 2 | -1% | -29% | -59%[inhibitor]
C/C(=N\O)C(=O)NCCN1CCCCC1
  7 | -1% | 0% | 0.5% | -2% | 3% | -8% | -1 | 2% | 3% | -16%
Cc1ccc(N(C)S(=O)(=O)c2nnc(NC(=O)c3ccco3)s2)cc1
  -11 | 16% | ? | 0.0% | . | -3% | 1% | 6 | 3% | -2% | -5%
Cc1ccc(NC(=O)Cn2ccsc2=N)c([N+](=O)[O-])c1
  0 | -9% | 15% | 0.4% | 6% | 1% | -8% | -1 | -1% | -2% | -33%
COc1ccccc1N/C=C/c1onc(C)c1[N+](=O)[O-]
  0 | -10% | -2% | 0.4% | -14% | 11% | -1% | -2 | -14% | -13% | 13%
CC1(C)CC(=O)C2=C(C1)N(N1CCOCC1)C(N)=C(C#N)C2c1cccnc1 (stereo not drawn)
  7 | 10% | . | 0.1% | -11% | -1% | -2% | 5 | 1% | 5% | 11%
CC(C)n1cnc2c(N(C)c3ccccc3)nc(N(CCN(C)C)Cc3ccccc3)nc21
  -7 | ? | . | -0.8% | 1% | 4% | -4% | 0 | -3% | -10% | -49%[inhibitor]
CCOC(=O)N1CCN(C(=S)Nc2ccccc2C)CC1
  -3 | -1% | -1% | 0.2% | -6% | 0% | 0% | 9 | 2% | -1% | 4%
N#C/C(=C/c1ccc(CNS(=O)(=O)c2ccccc2)o1)C(=O)NCc1ccccc1
  -15 | 2% | -2% | -0.2% | 11% | 2% | -3% | 0 | 0% | -1% | -44%
COc1cc(C(CCN2CCCC(C)C2)c2c(OC)cc(OC)c3c2OC(=O)CC3c2ccc(N(C)C)cc2)cc(OC)c1OC (stereo not drawn)
  ? | 0% | ? | 2.7% | -1% | 0% | 0% | -1&0 | 2% | -6% | 17%
Cc1[nH]c2ccccc2c1C(=O)C(=O)Nc1ccc2c(c1)OCO2
  -4 | ? | . | 0.5% | . | -4% | -8% | . | 1% | -10% | 26%
Cc1cc(Br)ccc1NC(=O)CN(C)C(=O)c1cc([N+](=O)[O-])ccc1N1CCOCC1
  9 | 0% | . | -0.3% | . | . | 4% | . | -14% | -8% | 2%
C=C(C)COc1ccc(-c2n[nH]c(C)c2-c2ccc(OC)c(OC)c2)c(O)c1
  14 | ? | . | 0.7% | 3% | 2% | 1% | -11 | 2% | -7% | -51%[inhibitor]
N#C/C(=C1\CCCN1)c1nc2ccccc2c(=O)[nH]1
  31[activator] | 3% | -8% | 0.1% | 2% | 0% | 0% | -1 | 0% | -2% | 3%
CC1CC(C)CN(S(=O)(=O)CCNC(=O)c2ccccc2)C1 (stereo not drawn)
  5 | 5% | . | 0.5% | . | . | -5% | . | -4% | 4% | 24%
COc1ccc(NS(=O)(=O)c2cccc(C(=O)NNC(=O)c3ccc(=O)[nH]c3)c2)cc1
  -9 | 0% | . | -1.1% | . | . | -3% | . | -9% | 2% | ?
COCCn1c(=NC(=O)c2ccc3c(c2)OCO3)c(C#N)cc2c(=O)n3cccc(C)c3nc21
  . | -1% | 1% | -0.2% | 4% | 13% | . | 0 | 5% | . | .

An excerpt of these results, in markdown.
| Molecule | Giardia kill | Chronic BCR inh | Menin-MLL TR inh | B2AR arrestin | PKM2 activator | GALK inhibitor | TSG101-PTAP inh | FBPA coupling cs | Tb PFK inh | ASM inhibitor | a7 integrin act |
| --- | --- | --- | --- | --- | --- | --- | --- | --- | --- | --- | --- |
| CC1Cc2ccccc2N1C(=O)COc1nc2ccccc2nc1N1CCOCC1 (stereo not drawn) | 8 | 2% | -5% | -1.0% | 13% | 4% | 0% | 1 | -4% | 2% | 6% |
| CN1CCN(c2ccc(NC(=O)c3ccc(-c4ccc(Br)cc4)o3)cc2)CC1 | 6 | ? | ? | 0.2% | -17% | 2% | 1% | 2 | -1% | -29% | -59%[inhibitor] |

(list continues)
Second line of a record: Giardia kill | Chronic BCR inh | Menin-MLL TR inh | B2AR arrestin | PKM2 activator | GALK inhibitor | TSG101-PTAP inh | FBPA coupling cs | Tb PFK inh | ASM inhibitor | a7 integrin act
Cc1ccc(C2C(C#N)=C(N)N(N(C)C)C3=C2C(=O)CCC3)cc1 (stereo not drawn)
  -14 | 2% | 5% | -0.3% | -1% | 1% | -3% | 0 | -10% | 3% | -7%
Cc1ccc(C(=O)OCC(=O)c2ccc(CC(=O)N3CCOCC3)s2)cc1C
  -12 | -17% | . | -0.2% | . | . | -4% | . | ? | 5% | -2%
COc1ccc(N2CC(C(=O)Nc3cccc(OC(C)C)c3)CC2=O)cc1 (stereo not drawn)
  -9 | 3% | -19% | -0.6% | 2% | -2% | 1% | 0 | 1% | -3% | -11%
CC(Oc1ccc(Cl)cc1Cl)C(=O)Nc1ccc2oc(-c3ccncc3)nc2c1 (stereo not drawn)
  -16 | 5% | 4% | -0.4% | -11% | 0% | -2% | 3 | 19% | -4% | -7%
CCOc1ccc(N(CC(=O)Nc2cccc(F)c2)S(=O)(=O)c2c(C)noc2C)cc1
  -21 | ? | 14%[11.7 µM] | -0.1% | 3% | 2% | -1% | 2 | -1% | -10% | -5%
Cc1cc(CNCc2c(C(=O)N(C)Cc3ccccc3)nc3ccccn23)nn1C
  -11 | -15% | -10% | -0.6% | 2% | 1% | -2% | 1 | 0% | 2% | -1%
CC(C)NC(=O)CSc1nc(-c2cccs2)cc(-c2ccccc2)c1C#N
  12 | 1% | -11% | -0.6% | -1% | 0% | -3% | -1 | -1% | . | -23%
COc1ccc(NC(=O)CCS(=O)(=O)c2cccc3nonc23)cc1Cl
  -7 | -3% | 8% | 0.1% | 4% | -3% | -1% | 0 | 0% | -6% | 39%
O=c1oc2ccc3ccccc3c2cc1-c1nnc(-c2ccccc2)o1
  9 | ? | 1% | 4.7% | -4% | 2% | -1% | 2 | 0% | 272%[activator] | 9%
Cc1ccccc1C(=O)N1CCC(C(=O)Nc2ccccn2)CC1
  -14 | 5% | . | -0.1% | . | . | 1% | . | -3% | 4% | 16%
O=C(Nc1ccc2c(c1)CCC2)c1ccc(Br)s1
  11 | ? | ? | -0.4% | 1% | -3% | -8% | 1 | 1% | -3% | ?
CN1CCN(c2cc(C(F)(F)F)nc3ccc(F)cc23)CC1
  0 | 4% | . | -0.3% | 5% | 2% | -2% | 1 | 2% | 2% | -4%
O=C1Nc2ccccc2O/C1=C\c1ccccc1
  -8 | -20% | ? | -0.1% | . | . | 0% | 0 | 9% | 204%[activator] | -23%
Cc1cc(N2CCN(C)CC2)nc2ccc(NC(=O)CCC(=O)NCCCOC(C)C)cc12
  -1 | -4% | 15% | 0.3% | . | . | 6% | 1 | -3% | 476%[activator] | -24%
C=C(C)CSc1nnc(-c2cccc(S(=O)(=O)N(C)C)c2)n1-c1cc(OC)ccc1OC
  -8 | -12% | -6% | -0.7% | 14% | 1% | -2% | 2 | -10% | -1% | 1%
CN1CCN(S(=O)(=O)c2ccc(-c3noc(C4CCN(S(C)(=O)=O)CC4)n3)cc2)CC1
  6 | 5% | 2% | 0.1% | 2% | -3% | -7% | 0 | 21% | 4% | -7%
COc1ccc(S(=O)(=O)N(C)CC(=O)NCCC2=CCCCC2)cc1OC
  19 | 10% | . | 0.3% | 1% | -1% | -2% | 8 | 0% | 6% | 19%

Screening data: PubChem BioAssay, National Center for Advancing Translational Sciences (NCATS)
